# Screens: PubChem BioAssay, Columbia University Molecular Screening Center
# sEH inh: soluble epoxide hydrolase (human) inhibition; P34913; recombinant human sEH enzymatic activity assay; inhibition, % at 2 µM; 0.34% of 91,000 active; AID 707; in the data active = inhibition above about 80%; note: values of inactives mirror those of a sister screen read the other way; many of its hits are not listed in these tables
# Target sequence (P34913 whole entry, looked up): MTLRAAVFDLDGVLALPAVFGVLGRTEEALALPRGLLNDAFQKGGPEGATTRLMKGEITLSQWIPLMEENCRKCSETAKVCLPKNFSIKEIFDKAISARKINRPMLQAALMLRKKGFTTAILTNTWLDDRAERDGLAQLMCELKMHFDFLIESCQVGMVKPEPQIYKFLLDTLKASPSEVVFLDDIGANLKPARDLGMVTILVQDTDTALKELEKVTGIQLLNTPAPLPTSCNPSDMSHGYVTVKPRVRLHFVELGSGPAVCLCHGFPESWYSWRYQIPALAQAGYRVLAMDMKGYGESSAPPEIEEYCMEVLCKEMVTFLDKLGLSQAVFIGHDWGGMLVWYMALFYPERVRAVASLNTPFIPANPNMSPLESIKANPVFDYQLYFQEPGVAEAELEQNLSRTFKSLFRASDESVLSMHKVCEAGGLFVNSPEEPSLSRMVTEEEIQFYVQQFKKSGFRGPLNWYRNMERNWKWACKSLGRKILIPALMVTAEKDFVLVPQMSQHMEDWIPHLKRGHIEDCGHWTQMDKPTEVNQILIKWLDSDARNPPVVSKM
# sEH activator: soluble epoxide hydrolase (human) activation. purified human sEH enzymatic activity, activator screen. activation, % at 2 µM. 0.04% of 91,000 active. AID 717; in the data active = activation above about 37%; note: values of inactives mirror those of a sister screen read the other way
# An asterisk follows results filed as active.
sEH inh | sEH activator | SMILES
3 | -2 | CCOC(=O)C(Sc1ncnc2c1sc1nc(N3CCOCC3)c3c(c12)CCCC3)c1ccccc1 (stereo not given)
-2 | 4 | COc1ccc(S(=O)(=O)N2CC3CCCN3c3cc(C(F)(F)F)ccc32)cc1 (stereo not given)
37 | -37 | CCOc1ccccc1C(=O)Nc1cc(C(=O)NCCc2ccccc2)ccc1Cl
2 | 0 | O=C(Nc1ccccc1C(=O)N/N=C/c1ccc(F)cc1)c1ccccc1Br
9 | -9 | Cc1ccc(NC(=O)CCC(=O)NNC(=O)Cc2ccccc2)cc1C
0 | -1 | C=CCn1c(COc2ccccc2)nnc1SCC(=O)N/N=C/c1ccc(C)cc1
0 | 2 | O=S(=O)(N/N=C\C=C\c1ccccc1)c1ccccc1
-10 | 10 | c1ccc2c(-c3c[nH]c4ccccc34)c3ccccc3nc2c1
-10 | 11 | N/C(=N\OC(=O)Cc1ccc(-c2ccccc2)cc1)c1cccnc1
-7 | 7 | C/C(=N/OC(=O)c1cccc(Cl)c1)c1nccs1
2 | 0 | COc1ccc(C(=O)NC2CCN(C(=S)Nc3cccc(C)c3)CC2)cc1
-6 | 6 | O=c1c2c3c(sc2nc2n1CCCC2)CCC3
28 | -27 | O=C1N/C(=C\c2ccc(N3CCOCC3)c(F)c2)C(=O)N1Cc1ccccc1
-17 | 20 | COc1ccc(CNC(=O)C(c2ccncc2)N(C(=O)Cc2cccs2)c2cccc(C)c2)cc1 (stereo not given)
3 | -2 | COc1ccccc1COC(=O)Nc1c(C)nn(C)c1Cl
4 | -1 | Cc1ccc2cc3cc(C(=O)N(CC(=O)NC4CCCC4)c4cccc(C)c4C)sc3nc2c1
-4 | 4 | COC(=O)c1ccccc1NC(=S)NC(NC(=O)c1ccco1)C(Cl)(Cl)Cl (stereo not given)
6 | -4 | O=C(CC1C(=O)N(c2ccc(Cl)cc2)C(=S)N1CCc1ccncc1)Nc1ccc(F)cc1 (stereo not given)
-3 | 1 | O=C(C=C1SCCS1)/C=C/c1ccco1
12 | -9 | O=C(NNC(=O)c1ccccc1F)c1cccc(Cl)c1
-5 | 8 | CCc1ccc(CSc2nccn2-c2ccccc2)cc1
-8 | 8 | COc1ccc(-c2cc(C(F)(F)F)n3nc(C(=O)N4CCCCC4)cc3n2)cc1
21 | -22 | O=C(Nc1cccc(Cl)c1)O/N=C\c1ccncc1
11 | -14 | COc1ccc(/C=C/C(=O)c2cc(F)ccc2OC(=O)c2ccccc2)cc1OC
-10 | 9 | Cc1ccc(NC(=O)CCC(=O)NNS(=O)(=O)c2ccccc2)c(C)c1
10 | -8 | Cc1ccc(C)c(N(C(=O)Cn2nnc(-c3cccs3)n2)C(C(=O)NC2CCCC2)c2ccncc2)c1 (stereo not given)
-3 | 6 | COc1ccc(NC(=S)NCCc2c[nH]c3ccc(OC)cc23)c(OC)c1
5 | -2 | CN1CCN(CCOc2cccc(Cl)c2)CC1
10 | -9 | NC(=O)CNC(=O)[C@@H]1CC2(CC(c3cccc([N+](=O)[O-])c3)=NO2)CN1C(=O)c1ccccc1 (stereo not given in full)
-1 | 4 | Cc1cccc[n+]1CC(=O)Nc1ccc([N+](=O)[O-])cc1Cl
-6 | 7 | CCOC(=O)c1cc2c(C)n(-c3ccc(OCC)cc3)c(C)c2ccc1=O
-4 | 6 | CCOC(=O)c1oc2c(c1C)/C(=N/O)CCC2
14 | -14 | Cc1cc(C)n(-c2cc(N3CCN(C(=O)c4ccc(C(C)(C)C)cc4)CC3)ccc2[N+](=O)[O-])n1
85* | -84 | Cc1cc2nc(-c3ccc(SCC(=O)N4CCc5ccccc54)nc3)[nH]c2cc1C
-3 | 9 | CC(C)c1ccc(SCc2noc(C(=O)NCC3CCCO3)c2C(=O)O)cc1 (stereo not given)
-9 | 12 | C/C(=N\Nc1cc(-c2ccccc2)nc(-c2ccc(Br)cc2)n1)c1cccc(N)c1
11 | -10 | COc1ccc(COC(=O)NC2CCN(S(=O)(=O)c3ccc(OC)cc3)CC2)cc1
48 | -48 | COc1ccc(CCCC(=O)NC2CCCCC2C)c(C)c1 (stereo not given)
14 | -14 | Cn1cc(/C=C2/SC(=O)N(CC(=O)Nc3ccc4c(c3)OCO4)C2=O)c2ccccc21
6 | -3 | C=CCOc1ccc(CNn2cn[nH]c2=S)cc1
-13 | 16 | O=C(Nc1ccc(C(F)(F)F)cc1)c1cc(-c2cccnc2)nc2ccc(Br)cc12
-5 | 6 | COc1cc(C(C(=O)NC(C)(C)C)N(C(=O)CNC(=O)c2cccs2)c2ccc(C(C)C)cc2)cc(OC)c1OC (stereo not given)
2 | -3 | O=[N+]([O-])c1cc(/C=N/O)ccc1SCc1ccccc1Cl
4 | -1 | O=C(Cc1ccccc1)N/N=C/c1ccccc1OCc1ccc(Cl)cc1
0 | 0 | O/N=C/c1cc(Br)ccc1OCc1cccc(F)c1
3 | -3 | Cc1c(CCO)c(=O)n(C)n1C(=O)c1ccc(F)cc1
0 | 2 | CC(C)Cn1[nH]c2c3c(ccc2c1=O)C(=O)c1ccccc1C3=O
3 | -1 | CC(C)c1ccc(CNCc2ccccc2)cc1
55 | -55 | O=C(N/N=C/c1cccs1)c1cccc2cc[nH]c12
15 | -14 | Cc1ccc2nc(SCCCCOc3ccccc3)[nH]c2c1
7 | -8 | O=C(NNC(=O)c1cccnc1)Nc1ccc(Cl)c(Cl)c1
-11 | 11 | CC(=O)Nc1cc(S(=O)(=O)Nc2cccc(C)c2)c(C)cc1C
6 | -3 | Cc1ccc(C)c(NC(=O)c2cc3c([nH]c4ccccc43)c(C)n2)c1
3 | -2 | COC(=O)C1=C(COc2ccc(F)cc2)NC(=O)NC1c1ccc(C)cc1C (stereo not given)
5 | -4 | CC(NC(=O)/C(=C\c1cccc([N+](=O)[O-])c1)NC(=O)c1ccco1)C(=O)O (stereo not given)
-5 | 6 | COC(=O)c1cc(OC)c(OC)cc1NC(=S)Nc1cccc(Cl)c1
-13 | 16 | Cn1c(Cl)c(C(=O)Nc2ccccc2)c2ccccc21
-7 | 11 | COc1ccc(C(=O)Nc2cc(C(F)(F)F)ccc2Cl)cc1OC
4 | 1 | Cc1ccc(C)c(SCc2noc(C(=O)NCC3CCCO3)c2C(=O)O)c1 (stereo not given)
-2 | 0 | Cc1ccc(C(=O)N/C(=C\c2sccc2C)C(=O)NCc2ccco2)cc1

# Later entries
sEH inh | sEH activator | SMILES
-7 | 4 | Cc1ccc(NC(=O)/C(=C\c2cccc([N+](=O)[O-])c2)NC(=O)c2cccs2)cc1
-12 | 11 | CC(Nc1cc(N2CCCC2)ccc1[N+](=O)[O-])c1ccccc1 (stereo not given)
-9 | 11 | Cc1nn(C)c(C(=O)NNC(=S)Nc2ccc(Cl)cc2)c1[N+](=O)[O-]
21 | -23 | O=S1(=O)CCN(Cc2ccccc2Cl)CC1
14 | -13 | Cc1ccc(C(=O)NC(=S)Nc2ccc(S(=O)(=O)N3CCN(C)CC3)cc2)cc1
-14 | 17 | O=c1c(-c2nnc(SCc3ccc(Cl)cc3)o2)cccn1Cc1ccccc1
-6 | 5 | O=C(N/N=C(\c1ccccc1)c1cccnc1)C(O)(c1ccccc1)c1ccccc1
-6 | 6 | O=C(NCCCNc1ccc(C(F)(F)F)cc1[N+](=O)[O-])c1cc(F)c(F)cc1Cl
-5 | 10 | CCNc1nc(N)c(C(=C(C#N)C#N)c2ccccc2)s1
-4 | 3 | Cc1ccc(NC(=O)c2ccc(CSc3ncnc4nc[nH]c34)cc2)c(C)c1
-3 | 1 | Cc1cccc2c1Sc1ccccc1CC2=O
-8 | 9 | CCOC(=O)c1cnc(-c2ccccc2)nc1Oc1cccc(Cl)c1
13 | -13 | CCn1c(/C=C2/C(=O)N(C)c3ccccc32)nc2ccccc2c1=O
4 | -4 | CSc1ccc(CNC2CC2)cc1
-7 | 7 | COC(=O)C(CC(C)C)NC(=O)c1ccc([N+](=O)[O-])cc1 (stereo not given)
3 | -5 | O=C(OCc1ccccc1Cl)c1ccccc1C(=O)c1ccccc1
6 | -4 | Cc1cccc(NC(=O)c2ccc(Cn3cc(C(F)(F)F)ccc3=O)cc2)c1
6 | -1 | Cc1ccc(NC(=O)CC2Nc3ccccc3NC2=O)cc1Cl (stereo not given)
8 | -6 | Cc1nc(-c2ccccn2)sc1C(=O)Nc1ccc(Cl)c(Cl)c1
12 | -9 | O=C(Nc1ccccc1)c1ccc2nsnc2c1
4 | -6 | Cc1ccc(NC(=S)NCCN2CCOCC2)cc1
12 | -12 | Cc1cc(C(F)(F)F)n2nc(-c3cnn(C)c3C(F)(F)F)cc2n1
10 | -12 | O=C(NC1CCCC1)C(c1c[nH]c2ccccc12)N(C(=O)Cn1nnc(-c2ccc(Cl)cc2)n1)c1ccccc1 (stereo not given)
0 | 2 | N#Cc1c(-c2ccccc2)cc(-c2ccccc2)nc1SCc1nnc(-c2ccccc2)o1

# 27 entries from above, with two lines to a compound.
# Values in the order – sEH inh | sEH activator
COC(=O)c1cc(OC)c(OC)cc1NC(=S)Nc1cccc(Cl)c1
→ -5 | 6
Cn1c(Cl)c(C(=O)Nc2ccccc2)c2ccccc21
→ -13 | 16
COc1ccc(C(=O)Nc2cc(C(F)(F)F)ccc2Cl)cc1OC
→ -7 | 11
Cc1ccc(C)c(SCc2noc(C(=O)NCC3CCCO3)c2C(=O)O)c1 (stereo not given)
→ 4 | 1
Cc1ccc(C(=O)N/C(=C\c2sccc2C)C(=O)NCc2ccco2)cc1
→ -2 | 0
Cc1ccc(NC(=O)/C(=C\c2cccc([N+](=O)[O-])c2)NC(=O)c2cccs2)cc1
→ -7 | 4
CC(Nc1cc(N2CCCC2)ccc1[N+](=O)[O-])c1ccccc1 (stereo not given)
→ -12 | 11
Cc1nn(C)c(C(=O)NNC(=S)Nc2ccc(Cl)cc2)c1[N+](=O)[O-]
→ -9 | 11
O=S1(=O)CCN(Cc2ccccc2Cl)CC1
→ 21 | -23
Cc1ccc(C(=O)NC(=S)Nc2ccc(S(=O)(=O)N3CCN(C)CC3)cc2)cc1
→ 14 | -13
O=c1c(-c2nnc(SCc3ccc(Cl)cc3)o2)cccn1Cc1ccccc1
→ -14 | 17
O=C(N/N=C(\c1ccccc1)c1cccnc1)C(O)(c1ccccc1)c1ccccc1
→ -6 | 5
O=C(NCCCNc1ccc(C(F)(F)F)cc1[N+](=O)[O-])c1cc(F)c(F)cc1Cl
→ -6 | 6
CCNc1nc(N)c(C(=C(C#N)C#N)c2ccccc2)s1
→ -5 | 10
Cc1ccc(NC(=O)c2ccc(CSc3ncnc4nc[nH]c34)cc2)c(C)c1
→ -4 | 3
Cc1cccc2c1Sc1ccccc1CC2=O
→ -3 | 1
CCOC(=O)c1cnc(-c2ccccc2)nc1Oc1cccc(Cl)c1
→ -8 | 9
CCn1c(/C=C2/C(=O)N(C)c3ccccc32)nc2ccccc2c1=O
→ 13 | -13
CSc1ccc(CNC2CC2)cc1
→ 4 | -4
COC(=O)C(CC(C)C)NC(=O)c1ccc([N+](=O)[O-])cc1 (stereo not given)
→ -7 | 7
O=C(OCc1ccccc1Cl)c1ccccc1C(=O)c1ccccc1
→ 3 | -5
Cc1cccc(NC(=O)c2ccc(Cn3cc(C(F)(F)F)ccc3=O)cc2)c1
→ 6 | -4
Cc1ccc(NC(=O)CC2Nc3ccccc3NC2=O)cc1Cl (stereo not given)
→ 6 | -1
Cc1nc(-c2ccccn2)sc1C(=O)Nc1ccc(Cl)c(Cl)c1
→ 8 | -6
O=C(Nc1ccccc1)c1ccc2nsnc2c1
→ 12 | -9
Cc1ccc(NC(=S)NCCN2CCOCC2)cc1
→ 4 | -6
Cc1cc(C(F)(F)F)n2nc(-c3cnn(C)c3C(F)(F)F)cc2n1
→ 12 | -12

# Other records:
sEH inh | sEH activator | SMILES
7 | -2 | CC(C)NC(=O)c1onc(CSc2ccc(F)c(F)c2)c1C(=O)O
22 | -20 | Clc1ccc(CN2CCC(c3nc4ccc(Cl)cc4[nH]3)CC2)cc1
3 | -6 | CNC(=S)NNC(=O)c1cccn(Cc2ccc(Cl)cc2Cl)c1=O
2 | 1 | O=C(CSc1nc2ccc([N+](=O)[O-])cc2[nH]1)NCCc1ccccc1
-13 | 13 | Cc1ccc([N+](=O)[O-])cc1NC(=O)c1ccc(C(C)(C)C)cc1
4 | -1 | Fc1ccc(C(c2nnnn2C2CCCC2)N2CCc3ccccc32)cc1 (stereo not given)
2 | -1 | CCCn1c(CC)nc([N+](=O)[O-])c1Sc1ccc(F)cc1
1 | 1 | O=C(CS(=O)c1cccc(Cl)c1)Nc1ccccc1Cl (stereo not given)
2 | -1 | Cc1ccc(Sc2c([N+](=O)[O-])ncn2C)cc1
12 | -13 | CCCOC(=S)NC(=O)c1sc2ccccc2c1Cl
-7 | 6 | CCOC(=O)c1c(C)nc2sc3c(=O)n(-c4ccc(OC)cc4)nnc3c2c1-c1ccc(OC)cc1
6 | -3 | CC(=O)NN1C(=O)/C(=C\c2ccccc2)SC1=S
-6 | 6 | Oc1ccc(/C=C/c2nc(-c3ccccc3O)n(-c3ccccc3)n2)cc1
-27 | 29 | CCOC(=O)c1c(NC(=O)CCN2C(=O)c3ccccc3C2=O)sc(C(=O)OC(C)C)c1C
2 | -1 | O=C(c1sc2ccccc2c1Cl)N1CCN(c2ccc(F)cc2)CC1
29 | -29 | CCn1c(SCC(=O)N/N=C/C=C\c2ccccc2[N+](=O)[O-])nnc1-c1ccccc1
-3 | 7 | O=C(c1ccccc1)N1CCN(c2ccc([N+](=O)[O-])c(NCc3ccco3)c2)CC1
-2 | 2 | N#CCC(CNc1ncc(C(F)(F)F)cc1Cl)OC(=O)c1ccc(Cl)cc1 (stereo not given)
-2 | 5 | O=C(NCc1ccccc1)c1ccc(Cn2cc(C(F)(F)F)ccc2=O)cc1
16 | -18 | O=C(NC(=S)Nc1ccc2oc(-c3cccnc3)nc2c1)c1cccc(Cl)c1
-11 | 12 | CCOC(=O)CSc1n[nH]c(NC(=O)c2cccc(C)c2)n1
7 | -8 | CCSC(=O)CCCCCCCCCCCO
-4 | 8 | O=[N+]([O-])c1ccc(N2CCN(Cc3ccccc3)CC2)c(S(=O)(=O)N2CCOCC2)c1
6 | -8 | COc1ccccc1NC(=S)NC(=O)c1ccc(-c2ccc(Cl)cc2)o1
-1 | 2 | CCC1(C(=O)c2ccccc2)C2c3cc(Br)ccc3OC(=O)C21C(=O)N1CCOCC1 (stereo not given)

# Not all compounds are listed. The share of hits here may be higher or lower than overall.
